Nrf2 activator: activates Nrf2 signaling; AREc32 ARE-luciferase reporter (MCF7-derived line), luminescence, 24 h; Potency, µM (series often up to 46.1 µM), for the others: at the highest dose activation, most hits filed as activators; hit rate 0.31% among 410,000; note: potency is the fitted concentration of half-maximal effect; % of control where 0% means no effect; nearly all actives have a fitted effect of over 65% in size
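Cells of the AREc32 ARE-luciferase line are plated in OPTI-MEM containing 5% FBS and left overnight at 37 deg C. Compounds are pinned in, incubation continues 24 hr, and firefly luciferase signal is then measured.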
HepG2 viability: counter-screen for TGF-b inhibitors: cytotoxicity in HepG2 cells; hit rate 0.76% among 410,000; Potency, µM (doses to about 46.1 µM), for the others: at the highest dose activity change, negative = cytotoxicity, usual class: cytotoxic; HepG2 CAGA-GFP viability, ATP luminescence, 18 h; AID 588856; note: potency is the fitted concentration of half-maximal effect; some results filed as inactive show a strong effect at the top dose
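CellTiter-Glo luminescence gave cytotoxicity after 18 hours at 37 degrees C. The cells were HepG2 CAGA-GFP in 1% FBS DMEM, stimulated with 500 pg/mL TGF-beta after compound addition. %Activity was normalised to no-cell wells (complete cell-killing) and DMSO (no toxicity), and curves were fitted and classified.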
TGFb inhibitor: inhibitors of TGF-b signaling. Potency, µM (series often up to 46.1 µM), without a hit: at the top dose activity, negative = inhibition, usual class: inhibitors. hit rate 1.2% among 410,000. HepG2 CAGA-GFP TGF-b/SMAD3 reporter, GFP fluorescence, 18 h; TGF-beta stimulated, 500 pg/mL final. AID 588855; note: potency is the fitted concentration of half-maximal effect; % is set by controls: 0 for no effect and ±100 for the full control effect; nearly all actives have a fitted effect of over 65% in size
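Cell-based qHTS in HEPG2 carrying a CAGA-GFP Smad reporter; compounds added before 500 pg/mL final TGF-beta, 18 h incubation at 37 degrees C, GFP fluorescence quantified per cell by imaging cytometry.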
Akt phos inh: Akt phosphorylation inhibition; Neuro2A IGF-stimulated pAkt S473 HTRF, 20 min; hits give low values; activity change, % for hits at 50 µM; hit rate 0.32% among 360,000; in the data active = activity change below about -80%; inconclusive = mostly about -51% to -80%; note: % is set by controls: 0 for no effect and ±100 for the full control effect
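Neuro2A cells in DMEM with 0.5% FBS, overnight at 37 deg C, given compound at single 50 µM final, then IGF (6 nM final) for 20 min at 37 deg C. Lysed; phospho-Akt Ser473 by HTRF after 24 h, 665/615 ratio.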
Nrf2 block: blocks Nrf2 signaling; A549 ARE-Fluc reporter, luciferase luminescence, 18-24 h; hit rate 2.1% among 360,000; Potency, µM (titrated, usually from 46 µM), for the others: at the top dose activity change, negative = inhibition, actives largely listed as inhibitors; note: potency is the fitted concentration of half-maximal effect; % is set by controls: 0 for no effect and ±100 for the full control effect; nearly all actives have a fitted effect of over 60% in size
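Cells were seeded and rested 2 h, then exposed to compounds for 18-24 h. CellTiter-Fluor was read first as a viability measure. BugLite was added 15 min before the final luminescent read of ARE-luciferase activity in A549 cells.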
MmCpn inh: inhibitors of Methanococcus maripaludis chaperonin (MmCpn). purified Mm-Cpn ATPase, ADP Transcreener TR-FRET. Potency, µM (top dose mostly 76.9 µM), inactives show top-dose activity, negative = inhibition, usual class: inhibitors. hit rate 0.031% among 330,000; note: potency is the fitted concentration of half-maximal effect; % is set by controls: 0 for no effect and ±100 for the full control effect; nearly all actives have a fitted effect of over 80% in size
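Purified archaeal Mm-CPN (25nM final) preincubated 10 min at 37degC with compound, then 10uM ATP for 30 min at 37degC; ADP measured by HTRF Transcreener TR-FRET; buffer 30 mM TRIS pH 7.4, 100mM KCl, 5mM MgCl2, 1mM DTT.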
Abeta yeast res: compounds reversing amyloid beta toxicity in yeast; yeast expressing A-beta42, growth rescue, OD600, 48 h; response scale: 0% DMSO, 100% iron-clioquinol control; Potency, µM (titrated, usually from 46.1 µM), for the others: at the top dose growth rescue, usual class: activators; hit rate 0.063% among 410,000; AID 1347071; note: potency is the fitted concentration of half-maximal effect; nearly all actives have a fitted effect of over 55% in size
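Yeast growth medium received pinned compounds, then yeast cells expressing toxic A-beta were added; plates incubated at 30 C for 48 hr. Growth read as absorbance at 600 nm, normalized to DMSO and equimolar FeCl3 plus clioquinol controls.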
A549 viability: A549 cytotoxicity, counter-screen for Nrf2 inhibitors | AID 504648 | A549 ARE-Fluc cells, CellTiter-Fluor viability, 18-24 h | hit rate 0.16% among 390,000 | Potency, µM (titrated, usually from 46 µM), without a hit: at the top dose activity change, negative = cytotoxicity, actives largely listed as inhibitors; note: potency is the fitted concentration of half-maximal effect; % is set by controls: 0 for no effect and ±100 for the full control effect
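A549 ARE_Fluc cells in 5% FBS OPTI-MEM were exposed to compounds in concentration-response for 18-24 h at 37 deg C. Viability was read by CellTiter-Fluor fluorescence (Ex 405/Em 525) after 30 min, before the luciferase read.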
CCT chaperon mod: modulators of cytosolic chaperonin (CCT/TRiC) activity | hit rate 0.3% among 360,000 | activity change, % (test concentration not listed), hits read low | purified chaperonin ATPase assay, HTRF ADP detection, 30 min; in the data active = activity change below about -30%; note: % is set by controls: 0 for no effect and ±100 for the full control effect
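TRiC (40 or 20 nM final, by batch activity) in 30 mM Tris pH 7.4, 100 mM KCl, 5 mM MgCl2, 1 mM DTT was treated with compound at 76 uM single dose, then 10 uM ATP, 30 min at 37 °C. ADP was read by HTRF Transcreener.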
Active calls of the source: *; i = inactive; ? = inconclusive; . = not tested or not shown; & = joins results of further samples; [ ] = another dose, or the depositor's remark. Unless noted, calls come from the whole dose curve; as a rule, active = well fitted curve in the direction sought with a large enough effect; inconclusive = small, poorly fitted or top-dose-only effect, or another doubt; inactive = no such curve, though single readings can be large; an effect the other way counts as inactive or inconclusive. Some of the compounds tested. The share of hits here may be higher or lower than overall.

mol	HepG2 viability	CCT chaperon mod	A549 viability	Abeta yeast res	Nrf2 activator	Nrf2 block	TGFb inhibitor	MmCpn inh	Akt phos inh
O=C(NCC(c1cccnc1)N1CCOCC1)Oc1ccccc1 (configuration not stated)	-8%	-1.3	-15%	17%	0.4%	10%	-19%	0%	i
O=C1/C(=C\c2ccc(Cl)c(Cl)c2)N2CCC1CC2	-4%	-0.2	1%	-32%	-0.2%	-5%	6%	1%	i
CC1CC2C(C(O)CC3(C)C(O)CCC23)C2(C)CCC(=O)C=C12 (configuration not stated)	0%	-2.7	-1%	19%	0.2%	-17%	-1%	.	i
COC(=O)c1c(C)n(Cc2ccco2)c2ccc(O)cc12	-1%	-0.2	-5%	28%	3.8%	-23%	-24%	-1%	i
COc1ccc(N=C(C)c2c(O)n(C3CCCCC3)c(=O)[nH]c2=O)c(OC)c1	0%	-1.0	-13%	-6%	-0.1%	1%	12%	-1%	i
O=C(c1ccc(N2CC3CC(C2)c2cccc(=O)n2C3)c([N+](=O)[O-])c1)N1CCCC1 (configuration not stated)	5%	1.2	5%	6%	-0.4%	20%	?	-1%	i
COc1ccc(CC2c3cc(OC)c(OC)cc3CCN2C)cc1O (configuration not stated)	-10%	0.6	-1%	-5%	-1.1%	11%	-37%	-1%	i
CC(=O)OC1(c2ccc(C)cc2)CN2CCC1c1ccccc12 (configuration not stated)	-13%	-3.5	-7%	-13%	-1.1%	2%	-3%	-5%	i
O=C(CN1CCCC1=O)NCCc1ccccc1	2%	-2.0	-10%	4%	0.1%	18%	3%	4%	i
O=[N+]([O-])c1ccc(N2CCNCC2)cc1NCC1CCCO1 (configuration not stated)	-24%	0.4	-16%	0%	-0.2%	8%	29%	1%	i
Cc1ccc(-n2c(O)c(C=NCCCn3ccnc3)c(=O)[nH]c2=O)cc1	15%	0.0	-4%	6%	0.1%	?	2%	1%	i
CN(C)C(=O)Oc1cccc(-c2cn3cc(Cl)ccc3n2)c1	3%	-2.1	-6%	0%	2.5%	10%	-23%	-2%	i

Next records.
mol	HepG2 viability	CCT chaperon mod	A549 viability	Abeta yeast res	Nrf2 activator	Nrf2 block	TGFb inhibitor	MmCpn inh	Akt phos inh
CCCC(=O)NC(Oc1ccc(Cl)cc1Cl)C(Cl)(Cl)Cl (configuration not stated)	6%	-0.8	0%	12%	-0.2%	-4%	1%	3%	i
COc1ccc2[nH]c(C)c(CCNCc3cc(OC)c(OC)c(OC)c3)c2c1	3%	1.6	-9%	-17%	-0.1%	0%	4%	-1%	i
Cc1cc(N2C(=O)CC(N3CCC(n4c(=O)[nH]c5ccccc54)CC3)C2=O)no1 (configuration not stated)	18%	-1.6	-1%	2%	0.3%	35%	31%[activator]	1%	i
Cc1ccc(CN2CCCN(Cc3ccc(Cl)cc3)S2(=O)=O)cc1	4%	0.1	2%	0%	-0.3%	11%	0%	0%	i
COC(=O)C1=C(c2ccc(F)cc2F)C[C@@H]2CC[C@H]1N2C	2%	-8.6	0%	-2%	-1.0%	8%	?	-10%	i
O=c1[nH]c(=O)n(C2CCCCC2)c(O)c1/C=C/C=Nc1ccccc1	8%	-0.7	-19%	-15%	-0.3%	-5%	139%[activator]	-1%	i
CC1CN=C(Nc2ccc(F)c(Cl)c2)S1 (configuration not stated)	-21%	-0.3	1%	2%	6.2%	?	17%	4%	i
O=C(O)c1ccccc1O	4%	-0.6	-1%	-19%	2.6%	2%	-4%	?	i
CCOC(=O)N(C)c1ccc(C(O)(C(=O)OCC)C(F)(F)F)cc1 (configuration not stated)	2%	2.1	-6%	15%	-0.4%	?	0%	-4%	i
O=C(c1cnn2c(C(F)(F)F)cc(-c3ccccc3)nc12)N1CCC2(CC1)OCCO2	-10%	-0.9	4%	0%	-0.8%	7%	2%	0%	i
CC(=O)N1CCC2(CC1)CC(=O)c1cc(OCC(=O)N3CCC4(CC3)OCCO4)ccc1O2	-20%	-2.0	0%	-14%	-0.8%	4%	0%	-2%	i
CN1CCC(O)(c2ccc(Cl)cc2)C(C(=O)c2ccc(Cl)cc2)C1 (configuration not stated)	-48%	-1.3	1%	7%	?	-4%	?	-1%	i

Overlap with the part before: 2 entries, followed by the next part.
mol	HepG2 viability	CCT chaperon mod	A549 viability	Abeta yeast res	Nrf2 activator	Nrf2 block	TGFb inhibitor	MmCpn inh	Akt phos inh
CC(=O)N1CCC2(CC1)CC(=O)c1cc(OCC(=O)N3CCC4(CC3)OCCO4)ccc1O2	-20%	-2.0	0%	-14%	-0.8%	4%	0%	-2%	i
CN1CCC(O)(c2ccc(Cl)cc2)C(C(=O)c2ccc(Cl)cc2)C1 (configuration not stated)	-48%	-1.3	1%	7%	?	-4%	?	-1%	i
C[N+](C)(C)CC(=O)O	7%	0.8	-5%	-10%	0.0%	3%	1%	1%	i
Cc1cc(N)n(C2CCN(C)CC2)n1	3%	-0.8	-11%	8%	-0.7%	-8%	-3%	1%	i
COc1cccc(C(c2nnnn2C2CCCCC2)N2CCC3(CC2)C(=O)NCN3c2ccccc2)c1OC (configuration not stated)	-3%	0.2	.	3%	-2.6%	.	22µM*	.	i
CC(=O)Nc1nnc(CCN(CCc2nnc(NC(C)=O)s2)[N+](=O)[O-])s1	-14%	0.2	-7%	-5%	-0.1%	1%	-1%	4%	i
COCCNCCOc1ccc(C(C)(C)c2ccccc2)cc1	-2%	0.4	1%	21%	0.6%	13%	15%	-4%	i
COCCOC(=O)C1=C(N)Oc2c(c(=O)oc3ccccc23)[C@@]12C(=O)Nc1ccccc12	-10%	0.6	-6%	12%	-0.8%	7%	-1%	1%	i
C=Cn1ccnc1P(=S)(c1ccn(C)c1)c1nccn1C=C	-48%	2.3	-2%	12%	0.1%	0%	8%	0%	i
COC(=O)C1=C(c2cccc(C#N)c2)C[C@@H]2CC[C@H]1N2C(=O)NCCCOC(C)C	3%	-1.7	-4%	0%	-0.3%	-8%	-2%	1%	i
O=c1[nH]c2ccccc2n1CCCN1CCC(n2c(=O)[nH]c3cc(Cl)ccc32)CC1	-39%&-37%	0.6	-9%	-7%	6.7%	-24%	?	2%	i
CC1CCCCN1Cc1ccc(Cl)nc1 (configuration not stated)	17%	-0.9	1%	-10%	-0.7%	2%	-2%	2%	i
CC1Cc2ccccc2N1C(=O)COC(=O)c1ccc(Cl)nc1 (configuration not stated)	27%	-4.5	0%	4%	-0.9%	0%	24%	3%	i
CC1CC(C)OP(=O)(OCCC#N)O1 (configuration not stated)	3%	-1.2	5%	-5%	-0.4%	-1%	2%	.	i

New compounds follow
mol	HepG2 viability	CCT chaperon mod	A549 viability	Abeta yeast res	Nrf2 activator	Nrf2 block	TGFb inhibitor	MmCpn inh	Akt phos inh
CCOc1c(P(=S)(N(C)C)N(C)C)c(C)nn1-c1ccccc1	-6%	-3.0	4%	-30%	-1.1%	-4%	-5%	1%	i
CCCn1c(C(=O)c2ccc(OC)cc2)nc2ccccc21	5%	-1.6	5%	-3%	0.4%	-9%	2%	0%	i
CCn1c(C(=O)N2CCC(C(=O)N3CCC4(CC3)OCCO4)CC2)cc2sccc21	1%	0.8	3%	-5%	-0.3%	13%	-3%	-1%	i
CC(C)NC(=O)c1ccc(N2CC3CC(C2)c2cccc(=O)n2C3)c([N+](=O)[O-])c1 (configuration not stated)	7%	-2.9	6%	7%	-0.1%	2%	-5%	-1%	i
CN1C(=O)C(=Cc2sc(=O)n(-c3ccccc3)c2N2CCCCC2)C(=O)N(C)C1=O	-10%	-0.5	-19%	16%	4.1%	-10%	4%	-4%	i
Cc1ccc(CS(=O)(=O)CCC(=O)N2CCC3(CC2)OCCO3)cc1	10%	0.6	-22%[1.84 µM]	-5%	-0.7%	5%	3%	-2%	i
O=C1C2CCCN2C(c2ccc(Cl)c(Cl)c2)N1c1ccccn1 (configuration not stated)	7%	-0.2	-1%	12%	2.3%	5%	0%	0%	i
Cc1cccc(OP(N)(=O)Oc2cccc(C)c2)c1	-3%	-0.5	2%	16%	-0.7%	-7%	-4%	-3%	i
CCOC(=O)c1c(C)n(CCOC)c2ccc(O)cc12	-22%	-1.9	12%	-11%	0.3%	3%	3%	-1%	i
CC(C)(C)c1cc(C=C(C#N)C#N)cc(C(C)(C)C)c1O	-45%	-2.9	?	-89%[inhibitor]	0.1%	0.65µM*	?	-3%	i
Cn1nc(C(C)(C)C)cc1C(=O)N1CCCCC1c1cc(C(=O)Nc2ccc(F)c(Cl)c2)no1 (configuration not stated)	-16%	-0.5	.	-24%	-0.5%	.	?	.	.
Cc1ccsc1CNCCc1ccccc1F	-13%	0.3	-2%	-8%	-0.3%	8%	-7%	-1%	i

Next compounds.
mol	HepG2 viability	CCT chaperon mod	A549 viability	Abeta yeast res	Nrf2 activator	Nrf2 block	TGFb inhibitor	MmCpn inh	Akt phos inh
COc1ccc(N=Cc2c(O)n(Cc3ccccc3)c(=S)[nH]c2=O)c(OC)c1	3%	1.2	3%	23%	-0.8%	?	15%	-5%	i
Cc1cc(C(=O)O)c(C)n1C1CC1	-23%	-0.2	0%	7%	0.0%	-2%	2%	2%	i
CCC1(CC)C(=O)NC(=O)N(c2ccccc2)C1=O	-1%	-0.5	6%	-7%	0.0%	3%	2%	.	i
CCOC(=O)[C@]12Cc3cc(OC)ccc3[C@H]1N(Cc1ccccc1)C(=O)c1cc(F)c(F)cc12	-8%&-33%	-1.6	6%	-19%	-0.2%	?	?	.	i
CC(C)C[C@H]1COc2cccc(N3CCN(C)CC3)c2S(=O)(=O)N1	.	1.5	.	-15%	1.1%	.	.	.	i
